ABCG2 block: ABCG2 efflux pump inhibitors, primary screen, multiplex with ABCB1, IgMXP3 cells, flow cytometry; AID 1325, 2008; JC-1 efflux; inhibition, % at 6.6 µM; hit rate 0.1% among 190,000; Broad substrate specificity ATP-binding cassette transporter ABCG2 (Homo sapiens), Q9UNQ0;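 active means inhibition above 80%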;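 further: 0% = DMSO and 100% = nicardipine control wells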
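Incubation: cells with compound and JC-1, 10 min at 25 °C, rotating, no wash / Test system: IgMXP3 (ABCG2) plus far-red-tagged CCRF-Adr (ABCB1) cells / Compound dosing: one concentration, 6.6 µM final / Also added: JC-1 fluorescent substrate / Evaluation: efflux inhibition in percent versus controls / Detection: flow cytometry, 530 nm JC-1 signal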
RGS7-Gao: RGS7-Galphao binding modulators, primary screen, biochemical, multiplexed bead flow cytometry. binding response (% of control), % at 10 µM. hit rate 0.35% among 220,000. Guanine nucleotide-binding protein G(o) subunit alpha (Homo sapiens), P09471. AID 1439, 2008. actives lie on both sides; in the data active means binding response below about 49% or above about 150%; inconclusive means no clear call, values can overlap the other calls; inactive means in between;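 further: fluorescent Galphao held in activated GDP-AlF4 state binding bead-coupled RGS7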
Mcl1-Bid inh: Mcl-1/Bid binding inhibitors, primary screen, biochemical, TR-FRET, 1536-well; TR-FRET Mcl-1/Bid-Dy647 peptide binding; hit rate 0.97% among 220,000; Induced myeloid leukemia cell differentiation protein Mcl-1 (Homo sapiens), Q07820; inhibition, % at 21.7 µM; AID 1021, 2008;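 active means compounds that cut the binding signal by more than half at the single screening dose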;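 further: His-tagged Mcl-1 with europium anti-His antibody binding Bid BH3 peptide; 0% = Mcl-1 plus peptide wells and 100% = peptide-only wells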
RGS8-Gao reg: RGS8-Galphao binding modulators, primary screen, biochemical, multiplexed bead flow cytometry. actives lie on both sides. hit rate 0.34% among 220,000. AID 1423, 2008. response (percent of control binding), % at 10 µM; in the data active means response below about 60% or above about 140%; inactive means in between;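 further: Galphao activated as the GDP aluminium fluoride complex binding bead-coupled RGS8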
Pf gametocyte: late stage P. falciparum gametocyte viability inhibitors, primary screen, ATP luminescence, HTS; P. falciparum stage V gametocytes, 24 h; inhibition, % at 10.9 µM; hit rate 0.065% among 150,000;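 active means inhibition above the mean plus 3 SD of compounds within the control limits, set per campaign, cut at about 38% in these data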;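 further: 0% = DMSO wells and 100% = medium only without gametocytes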
ABCB1 block: ABCB1 efflux pump inhibitors, primary screen, cell-based, multiplex, flow cytometry, ABCG2 counter-screen; ATP-dependent translocase ABCB1 (Homo sapiens), P08183; CCRF-Adr cells, JC-1 efflux; inhibition, % at 6.6 µM; hit rate 0.067% among 190,000; in the data active means inhibition above about 40%;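 further: 0% = vehicle and 100% = reference inhibitor; higher value means more JC-1 retained so stronger ABCB1 efflux block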
Mcl-1 Bim block: inhibitors of Bim peptide binding to Mcl-1, primary screen, biochemical, bead-based flow cytometry, multiplex | Induced myeloid leukemia cell differentiation protein Mcl-1 (Homo sapiens), Q07820 | Bim peptide-Mcl-1 binding | inhibition, % at 10 µM | hit rate 0.1% among 190,000; in the data active means inhibition above about 40%;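 further: 0% = no compound tracer wells and 100% = peptide blocker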
GSH fluor: compound fluorescence on glutathione beads, profiling panel, artefact control, biophysical, 488/530 nm, flow cytometry; GSH beads flow cytometry, compound fluorescence 488/530 nm; hits give high values; fluorescence (KMESF) at 10 µM; hit rate 0.25% among 190,000; AID 1776, 2009; in the data active means fluorescence above about 89;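 further: glutathione beads carrying GST-tagged Bcl family fusion proteins plus one bare bead set; values are compound well signal with DMSO vehicle wells as background; inactives centre near 16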
Mcl1 Noxa PPI: Mcl-1/Noxa binding inhibitors, primary screen, biochemical, TR-FRET, 1536-well. TR-FRET Mcl-1/Noxa peptide binding, 2 h. inhibition, % at 21.7 µM. hit rate 1.5% among 220,000. Induced myeloid leukemia cell differentiation protein Mcl-1 (Homo sapiens), Q07820;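 active means compounds that cut the protein-peptide binding signal by more than 50% relative to plate controls in a single-dose test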;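 further: His-tagged Mcl-1 with rhodamine Noxa BH3 peptide and terbium anti-His antibody; 0% = Mcl-1 plus Noxa peptide wells and 100% = peptide-only wells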
Avidin fluor: green autofluorescence of compounds with avidin beads – biophysical, 488/530 nm, flow cytometry, artefact control, profiling panel. compound fluorescence 488/530 nm; hits give high values. fluorescence (KMESF) at 10 µM. hit rate 0.38% among 220,000; in the data active means fluorescence above about 47; further: inactives centre near 10
RGS4-Gao reg: modulators of RGS4 binding to Galphao, primary screen, biochemical, multiplexed bead flow cytometry; Guanine nucleotide-binding protein G(o) subunit alpha (Homo sapiens), P09471; actives lie on both sides; binding response (% of control), % at 10 µM; hit rate 0.33% among 220,000; in the data active means binding response below about 49% or above about 150%; inactive means in between;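 further: fluorescent Galphao activated with aluminum fluoride binding bead-coupled RGS4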
* marks the source's active call; other numbers are inactive results; u = inconclusive; x = no result given. Rows were taken by chance. About 3.3% of those tested had a hit in this group.

The line under a structure holds: ABCG2 block	RGS7-Gao	Mcl1-Bid inh	RGS8-Gao reg	Pf gametocyte	ABCB1 block	Mcl-1 Bim block	GSH fluor	Mcl1 Noxa PPI	Avidin fluor	RGS4-Gao reg
- Cc1ccc(C(=O)O)cc1NC(=O)Nc1ccc2c(c1)OCO2
 : 3	113	-26	105	9	0.4	1	11	4	18	108
- Cc1ccc(C)n1-c1ccc(C(=O)O)cc1
 : -1	39*	-48	61	x	-0.3	-3	12	62*	11	66
- CCOc1ccc2nc(C)cc(Nc3ccc(N4CCOCC4)cc3)c2c1
 : 21	97	-5	94	x	-2.1	-2	22	62*	7	92
- O=C(Nc1ccc2c(c1)ncn2-c1ccccc1)c1ccco1
 : 26	103	-4	98	x	0.8	-6	31	44	10	100
- CCOC(CNC(=O)c1ccc(CNC(=O)c2ccc(OC)c(OC)c2)cc1)OCC
 : 3	98	-20	96	-9	1.2	-4	14	3	14	97
- CC(C)n1nc(CC(=O)O)c2ccccc2c1=O
 : 12	98	22	100	9	1.1	2	10	26	8	99
- O=C(OCc1ccccc1Cl)c1ccccc1C(=O)c1ccccc1
 : 6	90	2	96	14	0.8	0	12	-11	37	91
- CCCCN1Cc2c(nc3cc(-c4ccccc4)[nH]n3c2=O)C1=O
 : x	u	-38	104	6	x	x	x	16	5	104
- Cc1cc(C(=O)Cn2cnc3cc([N+](=O)[O-])ccc3c2=O)c(C)n1CC1CCCO1 (centres undefined)
 : 2	97	-25	99	x	0.3	0	5	-19	23	93
- Cc1cc(Cl)c(OCCOCCN2CCCCC2)c(Br)c1
 : 0	101	36	98	18	0.2	-2	8	20	12	97
- Cc1nc(C)c(C(=O)O)c(-c2cccs2)c1C(=O)O
 : x	u	-2	103	-9	x	x	x	12	6	106
- O=C1CN(c2nnnn2-c2ccccc2)CCN1
 : 2	100	-37	103	x	-0.3	-4	35	-7	13	103
- Cc1cc(OC(C)C)nc(-c2ccccc2O)n1
 : 1	106	3	110	-10	0.2	-3	32	-1	1	106
- COCCCNC(=O)c1cc2c(-c3ccc(Cl)cc3)nn(C)c2s1
 : 3	89	-4	97	x	0.8	4	17	-8	8	95
- CCN(CC)CCN1C(=O)c2ccccc2NC1c1ccc(N(C)C)cc1 (centres undefined)
 : 3	102	-29	103	-15	0.9	0	23	-25	31	101
- CCN(CC)c1ccc(C2CC(=O)NC3=C2C(=O)CC(C)(C)C3)cc1 (centres undefined)
 : 0	108	-35	100	x	0.1	4	5	25	8	99
- CCC(C(=O)O)N1C(=O)/C(=C/C(C)=C/c2ccccc2)SC1=S (centres undefined)
 : x	u	23	101	14	x	x	x	9	8	105
- CCOC(=O)N/N=C(\CCC(=O)O)c1cccs1
 : x	u	6	104	6	x	x	x	9	3	101
- CCOC(=O)CNC(=S)N(Cc1ccccc1F)C1CCCCC1
 : 2	101	-48	102	x	0.2	-7	16	14	12	99
- Cc1nnc(SCC(=O)N(C(C)C)C(C)C)[nH]c1=O
 : -1	104	2	103	x	0.0	1	57	23	22	103
- C=CCn1nc2n(c1=O)-c1ccccc1SC2
 : x	u	-12	96	-23	x	x	x	0	7	88
- O=C(COc1ccccc1)NC(=S)Nc1cccc(NC(=O)c2ccccc2Cl)c1
 : 6	102	-17	101	3	0.4	-12	11	10	11	101
- CCO[C@H]1OC(C(=O)NC2CC2)=C[C@@H](C2CC2)[C@@H]1CCCO
 : 2	110	-5	106	x	0.2	0	17	-31	7	106
- O=C(N/N=C/C(Br)=C/c1ccccc1)c1cccnc1
 : x	u	-20	94	-5	x	x	x	26	8	88
- COc1ccc(N2CCC(CNC(=S)Nc3ccc(C)cc3C)C2)cc1 (centres undefined)
 : x	u	-157	102	-18	x	x	x	32	10	101
- O=C(CSCc1c(Cl)cccc1Cl)Nc1ccc2c(c1)OCCO2
 : 1	102	-11	100	21	0.5	0	24	6	11	103
- COc1ccccc1-c1noc(CCCC(=O)Nc2ccc(C(N)=O)cc2)n1
 : x	u	-21	113	-12	x	x	x	-2	2	122
- O=Nc1c(-c2cccc([N+](=O)[O-])c2)nc2ncccn12
 : x	u	-6	94	2	x	x	x	55*	6	79
- O=C(O)CN=C(NS(=O)(=O)c1ccc(Cl)cc1)c1ccccc1
 : 1	105	-11	103	x	0.4	1	9	-8	6	106
- CC(C)Cn1cc(C(=O)NC2CCN(Cc3ccccc3)CC2)c2c3ccccc3n(C)c2c1=O
 : 3	99	4	102	x	3.5	0	22	1	8	98
- O=C(Cn1nnc(-c2cccs2)n1)NNC(=O)c1ccccc1Cl
 : x	u	-17	101	8	x	x	x	22	8	101
- COc1ccc(N2CC(C(=O)OCC(=O)c3ccc(C)cc3)CC2=O)cc1 (centres undefined)
 : 0	96	-2	100	14	-0.4	-1	15	6	11	101
- Fc1ccc(-c2ccc(-c3nn4c(-c5ccco5)nnc4s3)o2)cc1
 : -1	100	13	96	-15	-0.4	3	10	71*	9	104
- Cn1c(=O)c(C(=O)CN2CCCCC2)c(N)n(Cc2ccccc2)c1=O
 : x	u	-56	94	20	x	x	x	6	10	94
- COc1ccc(N2C(=O)C(Cl)=C(Oc3cccc(OC)c3)C2=O)cc1
 : 14	u	-65	96	x	-0.1	-3	12	18	8	101
- COC(=O)c1cccc(NC(=O)c2cccnc2)c1
 : 11	97	x	100	x	-0.2	-5	43	x	9	98
- O=S1(=O)CC(O)C(N(CCO)C(=S)Nc2ccccc2)C1 (centres undefined)
 : x	u	-76	101	-2	x	x	x	5	5	100
- COc1cc(NC(=S)NC(C)(C)C)c(OC)cc1Cl
 : 13	u	-15	99	-10	0.7	-7	19	8	10	100
- CCOC(=O)Cc1csc(NC(=O)Cc2cccs2)n1
 : 0	95	-24	98	-31	-0.1	0	47	18	31	94
- COc1cc2nc(CN(C)Cc3ccc(C(C)(C)C)cc3)[nH]c(=O)c2cc1OC
 : 2	93	-4	76	-14	1.1	3	15	1	5	89
- Cc1cc(=O)oc2cc(OCC3CC(c4ccc(Br)cc4)=NO3)ccc12 (centres undefined)
 : 1	103	1	103	x	0.2	1	6	-38	16	96
- CCC(C)(C)NC(=O)C(c1cccn1C)N(Cc1ccc(OC)cc1)C(=O)Cn1nnc2ccccc21 (centres undefined)
 : 5	98	-11	101	x	3.9	-3	17	10	22	101
- O=C1CCCC2(O)C1C(c1cccc(Br)c1)NC(=O)N2Cc1ccccc1 (centres undefined)
 : -1	99	-35	123	14	-0.2	41*	6	-2	16	107
- Cc1cccc(OC(=O)NCCOC(=O)N(O)c2ccc(Cl)cc2)c1
 : 16	96	-13	97	-10	0.6	24	16	-14	7	95
- CCOC(=O)C(Cc1c(F)cccc1Cl)c1ccnc2nc(N)nn12 (centres undefined)
 : 2	u	-1	96	x	0.4	-1	20	0	9	97
- COc1cc(CN(C(=S)NCC(=O)O)C2CCCC2)cc(OC)c1OC
 : -1	83	-29	91	15	-0.6	6	15	17	6	90
- COc1ccc2[nH]c(C)c(CCNC(=S)Nc3cc(C)ccc3C)c2c1
 : 14	103	-27	98	x	1.1	-2	17	5	7	103
- CSc1ccc(NC(=O)Nc2cccn(Cc3ccccc3F)c2=O)cc1
 : 0	103	-35	101	-2	0.2	-3	12	3	22	98

Reprinted at random: 6 records from the list.
The line under a structure holds: ABCG2 block	RGS7-Gao	Mcl1-Bid inh	RGS8-Gao reg	Pf gametocyte	ABCB1 block	Mcl-1 Bim block	GSH fluor	Mcl1 Noxa PPI	Avidin fluor	RGS4-Gao reg
- O=C1CCCC2(O)C1C(c1cccc(Br)c1)NC(=O)N2Cc1ccccc1 (centres undefined)
 : -1	99	-35	123	14	-0.2	41*	6	-2	16	107
- CCOC(=O)C(Cc1c(F)cccc1Cl)c1ccnc2nc(N)nn12 (centres undefined)
 : 2	u	-1	96	x	0.4	-1	20	0	9	97
- CSc1ccc(NC(=O)Nc2cccn(Cc3ccccc3F)c2=O)cc1
 : 0	103	-35	101	-2	0.2	-3	12	3	22	98
- COc1ccc2[nH]c(C)c(CCNC(=S)Nc3cc(C)ccc3C)c2c1
 : 14	103	-27	98	x	1.1	-2	17	5	7	103
- Cc1cccc(OC(=O)NCCOC(=O)N(O)c2ccc(Cl)cc2)c1
 : 16	96	-13	97	-10	0.6	24	16	-14	7	95
- Cc1cc(=O)oc2cc(OCC3CC(c4ccc(Br)cc4)=NO3)ccc12 (centres undefined)
 : 1	103	1	103	x	0.2	1	6	-38	16	96
